Source: PubChem BioAssay
Mcl1 Bid PPI: Mcl-1/Bid interaction inhibition. Q07820. 220,000 tested, 0.97% active. inhibition, % at 21.7 µM. AID 1021. TR-FRET Mcl-1/Bid-Dy647 peptide binding, 1536-well;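 active = compounds that cut the binding signal by more than half at the single screening dose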;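 also: His-tagged Mcl-1 with europium anti-His antibody binding Bid BH3 peptide; 0% = Mcl-1 plus peptide wells and 100% = peptide-only wells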
ABCG2 block: human ABCG2 inhibition, ABCB1 as counter-screen; Q9UNQ0; IgMXP3 cells, JC-1 efflux, flow cytometry; inhibition, % at 6.6 µM; 190,000 tested, 0.1% active; AID 1325;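 active = inhibition above 80%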;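 also: 0% = DMSO and 100% = nicardipine control wells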
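Test system: ABCG2 IgMXP3 and barcoded ABCB1 CCRF-Adr cell mix; Schedule: cells with compound and JC-1, 10 min at 25 °C, rotating, no wash; Technique: flow cytometry of retained JC-1 fluorescence; Measure: % inhibition of efflux relative to nicardipine and DMSO; Controls: nicardipine high and DMSO low controls.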
RGS4-Gao reg: modulates binding of RGS4 to human Galphao; Multiplexed bead flow cytometry; actives lie on both sides; P09471; 220,000 tested, 0.33% active; binding response (% of control), % at 10 µM; in the data active = binding response below about 49% or above about 150%; inactive = in between;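 also: fluorescent Galphao activated with aluminum fluoride binding bead-coupled RGS4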
GSH bead fluor: GSH bead compound fluorescence profile; GSH beads flow cytometry, compound fluorescence 488/530 nm; active compounds read high; fluorescence (KMESF) at 10 µM; 190,000 tested, 0.25% active; in the data active = fluorescence above about 89;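 also: glutathione beads carrying GST-tagged Bcl family fusion proteins plus one bare bead set; values are compound well signal with DMSO vehicle wells as background; inactives centre near 16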
RGS7-Gao: modulates binding of RGS7 to human Galphao; binding response (% of control), % at 10 µM; 220,000 tested, 0.35% active; Multiplexed bead flow cytometry; actives lie on both sides; AID 1439; P09471; in the data active = binding response below about 49% or above about 150%; inconclusive = no clear call, values can overlap the other calls; inactive = in between;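 also: fluorescent Galphao held in activated GDP-AlF4 state binding bead-coupled RGS7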
ABCB1 inh: human ABCB1 inhibition, ABCG2 as counter-screen; P08183; CCRF-Adr cells, JC-1 efflux, flow cytometry; inhibition, % at 6.6 µM; 190,000 tested, 0.067% active; AID 1326; in the data active = inhibition above about 40%;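 also: 0% = vehicle and 100% = reference inhibitor; higher value means more JC-1 retained so stronger ABCB1 efflux block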
Target sequence (P08183 whole entry, looked up): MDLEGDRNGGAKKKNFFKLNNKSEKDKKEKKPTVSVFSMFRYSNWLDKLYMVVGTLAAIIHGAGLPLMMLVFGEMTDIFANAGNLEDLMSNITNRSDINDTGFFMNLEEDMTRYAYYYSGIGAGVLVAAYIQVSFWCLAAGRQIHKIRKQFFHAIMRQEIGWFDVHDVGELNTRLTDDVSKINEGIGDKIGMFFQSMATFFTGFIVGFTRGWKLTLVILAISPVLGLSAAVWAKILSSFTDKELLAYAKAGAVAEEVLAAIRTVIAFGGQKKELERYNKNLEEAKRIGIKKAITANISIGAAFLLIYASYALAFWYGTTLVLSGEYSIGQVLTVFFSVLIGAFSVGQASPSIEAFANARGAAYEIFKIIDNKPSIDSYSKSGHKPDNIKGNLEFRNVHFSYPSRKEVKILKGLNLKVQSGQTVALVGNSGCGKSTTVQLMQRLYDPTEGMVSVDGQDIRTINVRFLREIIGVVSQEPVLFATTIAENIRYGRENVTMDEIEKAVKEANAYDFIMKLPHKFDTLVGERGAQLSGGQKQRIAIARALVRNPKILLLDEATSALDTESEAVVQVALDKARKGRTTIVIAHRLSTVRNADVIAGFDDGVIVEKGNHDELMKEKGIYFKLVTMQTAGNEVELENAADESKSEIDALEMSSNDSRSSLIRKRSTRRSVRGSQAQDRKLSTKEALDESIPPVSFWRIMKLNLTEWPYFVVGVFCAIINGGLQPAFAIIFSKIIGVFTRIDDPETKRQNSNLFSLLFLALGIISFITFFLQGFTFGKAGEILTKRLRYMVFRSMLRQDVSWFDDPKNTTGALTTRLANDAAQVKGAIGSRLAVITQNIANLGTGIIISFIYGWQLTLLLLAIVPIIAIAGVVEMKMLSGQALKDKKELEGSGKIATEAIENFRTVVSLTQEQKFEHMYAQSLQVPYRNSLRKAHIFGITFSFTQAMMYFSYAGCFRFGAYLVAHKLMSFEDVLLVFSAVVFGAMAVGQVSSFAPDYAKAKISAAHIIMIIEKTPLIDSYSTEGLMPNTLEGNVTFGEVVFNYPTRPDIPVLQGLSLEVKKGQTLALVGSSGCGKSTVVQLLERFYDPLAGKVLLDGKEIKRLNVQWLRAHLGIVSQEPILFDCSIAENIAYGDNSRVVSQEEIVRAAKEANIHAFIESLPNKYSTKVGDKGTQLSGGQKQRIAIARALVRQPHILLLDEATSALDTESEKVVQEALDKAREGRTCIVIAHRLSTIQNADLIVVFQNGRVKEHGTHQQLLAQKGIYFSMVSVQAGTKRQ
Avidin bead fluor: avidin bead compound fluorescence profile. Avidin beads, compound fluorescence 488/530 nm, flow cytometry; active compounds read high. fluorescence (KMESF) at 10 µM. 220,000 tested, 0.38% active. AID 1775; in the data active = fluorescence above about 47; also: inactives centre near 10
Bim-Mcl-1: disrupts Bim peptide binding to human Mcl-1 | Q07820 | Bead-based flow cytometry, Bim peptide-Mcl-1 binding | inhibition, % at 10 µM | 190,000 tested, 0.1% active; in the data active = inhibition above about 40%;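 also: 0% = no compound tracer wells and 100% = peptide blocker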
Pf gametocyte: kills late stage P. falciparum gametocytes | inhibition, % at 10.9 µM | P. falciparum stage V gametocytes, ATP luminescence, 24 h | 150,000 tested, 0.065% active;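 active = inhibition above the mean plus 3 SD of compounds within the control limits, set per campaign, cut at about 38% in these data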;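 also: 0% = DMSO wells and 100% = medium only without gametocytes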
Mcl1 Noxa PPI: Mcl-1/Noxa interaction inhibition; TR-FRET Mcl-1/Noxa peptide binding, 2 h; inhibition, % at 21.7 µM; 220,000 tested, 1.5% active;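 active = compounds that cut the protein-peptide binding signal by more than 50% relative to plate controls in a single-dose test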;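 also: His-tagged Mcl-1 with rhodamine Noxa BH3 peptide and terbium anti-His antibody; 0% = Mcl-1 plus Noxa peptide wells and 100% = peptide-only wells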
RGS8-Gao: regulators of human RGS8-Galphao interaction. P09471. multiplexed bead flow cytometry, RGS8-Galphao binding; actives lie on both sides. response (percent of control binding), % at 10 µM. 220,000 tested, 0.34% active. AID 1423; in the data active = response below about 60% or above about 140%; inactive = in between;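 also: Galphao activated as the GDP aluminium fluoride complex binding bead-coupled RGS8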
Starred values were filed as active, the others as inactive; ? = inconclusive; . = no result given.

| Structure | Mcl1 Bid PPI | ABCG2 block | RGS4-Gao reg | GSH bead fluor | RGS7-Gao | ABCB1 inh | Avidin bead fluor | Bim-Mcl-1 | Pf gametocyte | Mcl1 Noxa PPI | RGS8-Gao |
| --- | --- | --- | --- | --- | --- | --- | --- | --- | --- | --- | --- |
| CCOC(=O)Cc1ccc(NCc2ccc(Cl)cc2)cc1 | -42 | 2 | 106 | 14 | 109 | 0.7 | 14 | -6 | -14 | 9 | 104 |
| NS(=O)(=O)c1ccc(N=Nc2c(-c3ccccc3)[nH]n(-c3nc(-c4ccccc4)cs3)c2=O)cc1 | 17 | -11 | 100 | 16 | 103 | -1.5 | 7 | -1 | . | 48 | 101 |
| CCCc1nc2oc3c(=O)[nH]cnc3c2c2c1COC(C)(C)C2 | -6 | . | 102 | . | ? | . | 6 | . | 8 | -3 | 102 |
| CN=c1scc(-c2cccs2)n1/N=C/c1ccc(O)c(O)c1O | -50 | -7 | 90 | 12 | 93 | -0.8 | 4 | 3 | . | 108* | 87 |
| O=C(Nc1ccn(Cc2ccccc2F)n1)c1ccc(COc2ccc(Br)cc2)cc1 | -20 | 8 | 99 | 13 | 102 | 0.7 | 11 | -2 | . | 10 | 98 |
| c1ccc2sc(NN=C3CCCCCC3)nc2c1 | -12 | 22 | 99 | 18 | ? | 1.2 | 10 | -2 | -1 | 17 | 101 |
| CCS(=O)(=O)c1ccc2oc(SCC(=O)NC3CCCC(C)C3C)nc2c1 (stereo unspecified) | -32 | 11 | 100 | 21 | 97 | 2.7 | 13 | -1 | . | 12 | 101 |
| Cc1cccc(-c2c3c(=O)n(C)c(=O)n(C)c3cn2-c2ccccc2O)c1 | -53 | 5 | 95 | 10 | 95 | 0.8 | 11 | -3 | . | -9 | 99 |
| Cc1noc2ncnc(Oc3ccccc3Cl)c12 | 2 | 10 | 94 | 15 | ? | 0.4 | 10 | 1 | . | 6 | 100 |
| O=C(NC1CCCCCC1)C1c2ccccc2C(=O)N1CCCN1CCOCC1 (stereo unspecified) | -27 | 1 | 96 | 5 | 96 | 0.2 | 15 | 1 | 18 | -8 | 97 |
| CNc1ccncc1S(=O)(=O)NC | -26 | -1 | 100 | 8 | 99 | 0.2 | 6 | -4 | -10 | 7 | 100 |
| Cc1ccc(S(=O)(=O)N(NC2=NS(=O)(=O)c3ccccc32)C(=O)c2ccccc2)cc1 | -9 | -7 | 98 | 16 | 99 | -0.3 | 12 | -3 | 8 | 17 | 101 |

The last two entries of the section above are carried over, then new ones follow:
| Structure | Mcl1 Bid PPI | ABCG2 block | RGS4-Gao reg | GSH bead fluor | RGS7-Gao | ABCB1 inh | Avidin bead fluor | Bim-Mcl-1 | Pf gametocyte | Mcl1 Noxa PPI | RGS8-Gao |
| --- | --- | --- | --- | --- | --- | --- | --- | --- | --- | --- | --- |
| CNc1ccncc1S(=O)(=O)NC | -26 | -1 | 100 | 8 | 99 | 0.2 | 6 | -4 | -10 | 7 | 100 |
| Cc1ccc(S(=O)(=O)N(NC2=NS(=O)(=O)c3ccccc32)C(=O)c2ccccc2)cc1 | -9 | -7 | 98 | 16 | 99 | -0.3 | 12 | -3 | 8 | 17 | 101 |
| O=C(CN1C(=O)c2ccccc2C1=O)Nc1cccnc1 | -12 | 0 | 101 | 19 | 99 | 0.1 | 6 | -4 | . | 13 | 101 |
| CC(C(=O)NN=C(c1ccccc1)c1ccccc1)N1CCOCC1 (stereo unspecified) | -13 | 0 | 98 | 21 | 107 | 0.1 | 10 | -1 | 31 | 23 | 99 |
| O=C1c2ccccc2S(=O)(=O)N1CC1CC(c2ccccc2Cl)=NO1 (stereo unspecified) | 6 | 26 | 99 | 23 | 98 | 1.0 | 5 | 0 | 0 | 13 | 100 |
| CNC(=O)c1[nH]cnc1C(=O)Nc1ccc(C)cc1 | -4 | 1 | 92 | 12 | 90 | -0.4 | 4 | 0 | . | -15 | 99 |
| O=C(Nc1ccccc1-c1ccccc1)NC1CC2CCCC(C1)N2CCc1ccccc1 (stereo unspecified) | -4 | 3 | 106 | 14 | 106 | 0.9 | 8 | -4 | . | 12 | 95 |
| COc1ccc(N2CCN(C(=O)CNS(=O)(=O)c3ccc(C)c(C)c3)CC2)cc1 | -45 | 0 | 104 | 10 | 100 | 0.3 | 14 | 0 | 15 | 3 | 100 |
| Cc1ccc(C(=O)c2ccccc2C(=O)OCC(=O)NCCc2ccccc2)cc1 | -11 | 29 | 93 | 15 | 87 | 3.0 | 10 | -3 | . | 19 | 113 |
| Cc1nccn1CCCN1C(=O)CNC1=S | -49 | -7 | 98 | 9 | 99 | -1.0 | 4 | -6 | -17 | -8 | 99 |
| N=C1/C(=C/c2cccn2CCOc2ccccc2)C(=O)N=C2SC=C(c3ccccc3)N12 | -12 | -3 | 104 | 21 | 104 | -0.3 | 14 | -1 | -9 | 20 | 105 |
| Cc1cc(C(=O)Nc2ccc3nc(C)sc3c2)c2ccccc2n1 | -86 | . | 98 | . | ? | . | . | . | -18 | 7 | 96 |
| COc1ccc(CNc2ncccn2)cc1OC | -12 | 2 | 90 | 13 | 88 | 0.5 | 9 | 0 | -16 | 2 | 92 |
| CCOC(=O)c1c(-c2ccc(C)o2)csc1NC(=O)CSc1nnnn1-c1ccccc1 | -76 | 0 | 98 | 24 | 99 | 0.0 | 3 | -2 | . | 16 | 92 |
| CCCCn1c(O)c(N=Nc2ccccn2)c2ccccc21 | -14 | 79 | 103 | 6 | 101 | 2.3 | 9 | 2 | -15 | 2 | 99 |
| Cc1cc(N)n(-c2ccccc2C)n1 | -22 | -2 | 102 | 17 | ? | -0.2 | 10 | -3 | -6 | 9 | 101 |
| CCCn1ncc(CN2CCC(CO)(Cc3ccc(OC)cc3)CC2)c1C | -26 | 0 | 101 | 13 | 99 | 0.6 | 2 | -4 | -3 | 10 | 100 |
| OC(CN(c1ccccc1)c1ccccc1)Cn1cnc2ccccc21 (stereo unspecified) | -4 | 17 | 96 | 30 | 99 | 0.3 | 11 | -4 | 1 | 7 | 100 |
| C=CCC1(O)C(=O)N2C(=C1C(=O)N1CCOCC1)c1ccccc1CC2(C)C (stereo unspecified) | -4 | 4 | 104 | 36 | 99 | 0.7 | 13 | -2 | . | 8 | 103 |
| COc1ccc(NC(=O)C2CCN(c3nc(C)nc4c3CCC4)CC2)cc1 | -13 | 1 | 101 | 14 | 102 | -0.3 | 22 | -3 | . | 15 | 103 |
| Cc1nn(Cc2ccccc2Cl)c(C)c1NC(=O)NC12CC3CC(CC(C3)C1)C2 | 5 | 0 | 96 | 28 | 99 | 0.2 | 4 | -3 | 5 | 16 | 96 |
| CCOC(=O)c1c(C)c(C(=O)Nc2ccc(N(C)C)cc2)c(C)n1CC | -12 | -1 | 100 | 13 | 107 | -0.2 | 29 | 3 | . | 56* | 97 |
| O=C(O)C(c1ccccc1)N1C(=O)/C(=C/c2cccs2)SC1=S (stereo unspecified) | 5 | . | 105 | . | ? | . | 6 | . | 1 | 15 | 105 |
| C=CCNC(=S)NNc1nc2c(c(=O)[nH]1)C1(CCCCC1)Cc1ccccc1-2 | -98 | -9 | 106 | 19 | 104 | -1.9 | 6 | -12 | 12 | -18 | 104 |
| Cc1nn(Cc2ccc(Cl)cc2)c(C)c1NC(=O)c1c(-c2ccccc2)noc1C | -4 | 5 | 105 | 29 | 102 | 1.9 | 8 | 0 | 2 | 5 | 100 |
| COc1ccc(OC)c(NC(=O)C(=O)NCCC2=CCCCC2)c1 | -10 | 34 | 99 | 10 | 100 | 6.3 | 3 | -1 | . | 14 | 96 |
| Cc1[nH]nc(SCC(=O)NCc2ccccc2)c1[N+](=O)[O-] | -16 | 0 | 101 | 6 | 99 | 0.0 | 3 | 0 | . | 14 | 101 |
| CCCn1cc(CN2CCCC(CNC(=O)c3ccc(F)cc3)C2)c(C)n1 (stereo unspecified) | -36 | 56 | 107 | 11 | 113 | 3.4 | 18 | -1 | 2 | 0 | 102 |
| NC(=O)N/N=C/C=C/c1ccccc1 | -4 | 2 | 101 | 27 | 102 | 0.4 | 10 | -9 | -5 | 4 | 100 |
| COc1ccc(-c2c(C)c3ccc(OCC(C)=O)cc3oc2=O)cc1 | 4 | 0 | 98 | 20 | 92 | -0.2 | 6 | 0 | . | 25 | 96 |
| CC(C)(C)c1ccc(C2(C)NC(=O)N(CC(=O)c3ccc[nH]3)C2=O)cc1 (stereo unspecified) | -12 | 1 | 93 | 11 | 93 | 0.8 | 7 | 0 | -16 | 49 | 95 |
| CCC1=C(OC(=O)N(CC)CC)N2C(=O)OC(=NCCc3c[nH]c4ccccc34)[C@]2(C)[C@H]2C1=CC[C@H]1C(=O)N(C)C(=O)[C@H]12 | -74 | . | 100 | . | ? | . | 8 | . | . | 3 | 101 |
| c1ccc(-n2nnnc2-c2cnc(-c3ccncc3)nc2-c2cccs2)cc1 | 3 | 6 | 90 | 27 | 96 | 2.3 | 5 | -2 | . | 0 | 85 |
| CCOc1ccc(Oc2nc(NCC(C)C)nc(N(C)C)n2)nn1 | -2 | 4 | 101 | 37 | 99 | 0.9 | 2 | 0 | -27 | 2 | 101 |
| CCC1CCCCN1C(=O)CSc1nnc(-c2ccc(Cl)s2)o1 (stereo unspecified) | -10 | 16 | 101 | 23 | 100 | 0.0 | 30 | -4 | -14 | 4 | 101 |
| NC(=O)CC[C@H](NC(=O)c1ccc(F)cc1)C(=O)OCC(=O)Nc1ccc(N2CCOCC2)cc1 | -14 | 0 | 103 | 5 | 101 | 0.1 | 2 | -6 | -13 | 12 | 103 |
| Cc1ccc(-n2sc3ccccc3c2=O)cc1S(=O)(=O)N1CCCCC1 | -12 | 0 | 75 | 6 | 97 | -0.1 | 7 | -1 | -22 | 54* | 43* |
| Cc1ccc(C)c(Cn2c(=O)n(-c3ccc(CC(=O)NCc4ccco4)cc3)c(=O)c3sccc32)c1 | 26 | -1 | 116 | 23 | 111 | 0.6 | . | 1 | . | -2 | 103 |
| O=C(CCNC(=O)c1ccccc1Cl)OCC(=O)c1ccccc1 | -14 | 4 | 97 | 13 | ? | 0.0 | 11 | 0 | 17 | -20 | 97 |
| CCc1ccc(C2C3=C(CC(C)(C)CC3=O)OC3=C2C(=O)CC(C)(C)C3)cc1 | -38 | 3 | 102 | 9 | 107 | 1.1 | 13 | -2 | 10 | -18 | 104 |
| COC(=O)[C@H](Cc1ccccc1)NC(=O)N1CCCCC1 | -20 | . | 112 | . | ? | . | 4 | . | -7 | 8 | 109 |
| COc1ccc(C2=CC3=C(Br)C(=O)C(C)(O)C(=O)C3=CO2)cc1 (stereo unspecified) | -43 | . | 102 | . | ? | . | 10 | . | . | 37 | 102 |
| NC1=NC(=O)/C(=C\c2ccco2)S1 | -69 | . | 108 | . | ? | . | 8 | . | -7 | 57* | 100 |
| O=[N+]([O-])c1cc(S(=O)(=O)CCCN2CCOCC2)ccc1F | -17 | -2 | 92 | 14 | 103 | -0.3 | 10 | 0 | . | 6 | 100 |
| O=C(Nc1ccc(S(=O)(=O)N2CCCC2)cc1)c1ccc2c(=O)n3c(nc2c1)CCCCC3 | -12 | 2 | 100 | 8 | 98 | 0.5 | 16 | -1 | -5 | 0 | 100 |
